Assay outcomes as filed in PubChem.
SUMO1-SIM PPI: SUMO1-SIM interaction modulation; P63165; SUMO1 binding to a labelled peptide, TR-FRET, 1 h; inhibition, % at 20 µM; hit rate 0.33% among 360,000; in the data active = inhibition above about 37%
Rpn11 block: Rpn11 (human) deubiquitinase inhibition | AID 588493 | O00487 | human 26S proteasome, Ub4-pepOG fluorescence polarization; 20S core pre-blocked with epoxomicin | calls only at 20 µM | hit rate 0.59% among 360,000;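 active = inhibition at 20 µM, scaled to each plate's controls, above about 33%, limit read from the data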
Target sequence (O00487 whole entry, looked up): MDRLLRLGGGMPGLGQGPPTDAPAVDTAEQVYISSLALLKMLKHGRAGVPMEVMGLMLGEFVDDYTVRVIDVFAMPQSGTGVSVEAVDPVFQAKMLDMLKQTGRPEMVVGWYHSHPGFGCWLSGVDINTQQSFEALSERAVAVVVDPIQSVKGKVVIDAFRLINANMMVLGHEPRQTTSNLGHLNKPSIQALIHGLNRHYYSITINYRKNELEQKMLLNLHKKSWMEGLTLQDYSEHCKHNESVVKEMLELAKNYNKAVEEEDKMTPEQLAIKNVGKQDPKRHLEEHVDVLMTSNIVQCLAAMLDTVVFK
NRP1-CendR mod: NRP-1/CendR interaction modulation; O14786; FAM-RPARPAR peptide binding to NRP-1, fluorescence polarization; AID 602438; hit rate 0.85% among 360,000; inhibition, % at 25 µM;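 active = inhibition or corrected inhibition above about 18%, plus a signal ratio from 0.5 to 1.5, limit read from the data, passing the limit was not always enough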; note: strong numbers were not always called active
STEP inh: STEP (human) phosphatase inhibition. P54829. recombinant STEP, OMFP fluorogenic substrate, fluorescence. inhibition, % at 20 µM. hit rate 0.25% among 360,000;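 active = inhibition at 20 µM, scaled per plate between control wells, above about 37%, limit read from the data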;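 note: 0% = DMSO with enzyme and substrate and 100% = substrate only without enzyme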
Target sequence (P54829 whole entry, looked up): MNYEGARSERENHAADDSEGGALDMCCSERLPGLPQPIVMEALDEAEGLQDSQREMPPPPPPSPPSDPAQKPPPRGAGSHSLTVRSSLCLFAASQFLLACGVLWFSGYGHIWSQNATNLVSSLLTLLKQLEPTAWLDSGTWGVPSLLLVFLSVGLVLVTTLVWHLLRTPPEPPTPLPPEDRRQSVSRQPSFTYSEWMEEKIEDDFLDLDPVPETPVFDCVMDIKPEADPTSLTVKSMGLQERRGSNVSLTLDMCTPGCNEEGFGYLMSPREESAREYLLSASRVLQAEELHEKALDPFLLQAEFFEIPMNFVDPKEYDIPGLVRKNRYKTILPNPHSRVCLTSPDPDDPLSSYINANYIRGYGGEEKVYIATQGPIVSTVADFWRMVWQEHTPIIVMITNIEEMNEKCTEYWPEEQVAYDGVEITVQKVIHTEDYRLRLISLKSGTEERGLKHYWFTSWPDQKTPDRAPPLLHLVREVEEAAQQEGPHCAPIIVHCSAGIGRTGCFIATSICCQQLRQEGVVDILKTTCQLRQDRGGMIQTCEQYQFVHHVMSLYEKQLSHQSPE
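Assay system: isolated STEP enzyme / Timing: 20 min at room temperature, dark / Doses: 20 µM, 1% DMSO / Technique: fluorescence intensity, excitation 480 nm, emission 540 nm / Reagent: fluorogenic phosphatase substrate OMFP at 25 µM final / Measure: percent inhibition scaled to no-enzyme and uninhibited-enzyme controls, plate-pattern corrected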
Scp-1 inhibitor: blocks human Scp-1 phosphatase activity; Q9GZU7; Recombinant Scp1, phosphopeptide, malachite green phosphate absorbance; inhibition, % at 20 µM; hit rate 0.88% among 340,000; AID 493091;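 active = inhibition above about 50% at 20 µM, limit read from the data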;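 note: plate controls were DMSO wells with enzyme for no effect and wells lacking enzyme for full effect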
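System: truncated SCP-1 phosphatase (76-261aa); medium: Tris acetate buffer pH 5.5 with MgCl2 and Tween-20; incubation: 45 min room-temperature reaction, 5 min colour, 30 min stabiliser; compound: single 20 µM dose, 1% DMSO; reagent: Phosphorylated 17-residue peptide substrate; read-out: % inhibition at 20 µM; technique: colorimetric free-phosphate detection, absorbance 630 nm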
MT1-MMP act inh: inhibitors of human MT1-MMP activation | HT1080 RFP-PRO-GFP cells, GFP/RFP ratio fluorescence, overnight; percent of plate control window, DMSO zero | GFP/RFP ratio change, % at 20 µM | AID 651647 | hit rate 0.061% among 360,000;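 active = GFP/RFP ratio change of at least 30% with cell ATP level not reduced by more than half and red fluorescence within 50% of control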; note: strong numbers were not always called active
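Material: RFP-PRO-GFP reporter HT1080 cells. Dosing: single-point 20 µM compound, 1% DMSO. Controls: DMSO and RFP-L50D-GFP cell wells. Timing: cells overnight before dosing, compound overnight, 37 °C, 5% CO2. Measure: GFP/RFP fluorescence ratio.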
NadD block: blocks S. aureus nicotinate mononucleotide adenylyltransferase. inhibition, % at 20 µM. AID 602399. hit rate 0.78% among 360,000. purified NadD enzyme, colorimetric absorbance read-out; in the data active = inhibition above about 26%; note: some compounds past the cut are filed as inactive
LMPTP block: LMPTP (human) inhibition. AID 651560. inhibition, % at 20 µM. hit rate 0.22% among 360,000. recombinant LMPTP-A, OMFP fluorogenic substrate, fluorescence intensity. P24666;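 active = compounds that cut the enzyme signal by at least half of the control window in the single-dose screen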;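 note: plate controls were DMSO wells with enzyme plus substrate for no effect and substrate without enzyme for full effect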
Target sequence (P24666 whole entry, looked up): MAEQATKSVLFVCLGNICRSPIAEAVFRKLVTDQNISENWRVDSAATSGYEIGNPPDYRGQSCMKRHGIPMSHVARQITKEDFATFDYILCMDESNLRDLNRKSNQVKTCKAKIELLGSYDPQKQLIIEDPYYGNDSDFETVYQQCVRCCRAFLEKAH
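Test system – LMPTP-A enzyme · Amount – LMPTP-A at 0.625 nM final in the reaction · Buffer or medium – Bis-Tris pH 6.0, DTT, detergent · Reagent – OMFP 400 µM · Doses – single 20 µM dose · Schedule – reaction 50 min, room temperature, dark · Detection – fluorescence intensity of OMFP turnover product · Evaluation – percent inhibition versus substrate-only and uninhibited controls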
SKN-1 inh: C. elegans SKN-1 inhibition; hit rate 0.49% among 360,000; inhibition, % at 21.8 µM; C. elegans VP596 Pgst-4::GFP/RFP ratio, acrylamide-induced, 24 h;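 active = interference check ratio from 0.5 to 1.5 plus GFP to RFP signal ratio inhibition reaching or exceeding a fixed threshold, cut at about 30% in these data, passing the limit was not always enough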; note: some compounds called inactive have numbers as strong as hits
DNMT1 inh: DNMT1 (human) enzyme inhibition | DNMT1 molecular beacon, Hinp1I cleavage, fluorescence | hit rate 0.83% among 360,000 | inhibition (reported as % activation of signal), % at 10 µM | AID 588458; in the data active = inhibition above about 50%
* = called active by the depositor; i = inactive; · = not tested or not shown.

Every second line gives: SUMO1-SIM PPI | Rpn11 block | NRP1-CendR mod | STEP inh | Scp-1 inhibitor | MT1-MMP act inh | NadD block | LMPTP block | SKN-1 inh | DNMT1 inh
- O=C(COc1ccc(S(=O)(=O)NC2CCCCC2)cc1Cl)NCc1cccnc1
  0 | i | 13 | 6 | -2 | 1 | -2 | -3.2 | -12 | 4
- FC(F)(F)c1ccc(/C=N/N2CCN(Cc3cccc4ccccc34)CC2)cc1
  1 | i | -2 | 2 | 5 | 1 | 15 | 2.1 | -5 | 5
- CC(=O)c1ccc(Cc2ccc(C(C)=O)s2)s1
  -25 | i | 2 | -2 | · | · | -1 | 0.2 | 6 | 4
- Oc1ccc2ccccc2c1C=NC1CCCCC1
  -12 | i | -1 | 10 | -3 | 2 | 7 | 1.3 | 16 | -18
- Brc1cccc(-c2nc3c4ccccc4ccn3c2Cc2ccccc2)c1
  -14 | i | -8 | 0 | · | 0 | 6 | 4.9 | 20 | -3
- C=C(C)CNC(=S)N/N=C(\C)c1ccc(OC)cc1
  -3 | i | -4 | 0 | -7 | 1 | -1 | 0.1 | 10 | -3
- Cc1ccccc1N1CCN(C2CCCN(C(=O)CCC(F)(F)F)C2)CC1 (stereo not drawn)
  6 | i | 9 | 2 | -5 | -3 | 3 | 0.8 | 7 | 1
- N#Cc1c(OCC(=O)c2ccccc2)nc2c(c1-c1ccco1)CCc1ccccc1-2
  3 | i | -46 | 4 | -9 | -7 | 32* | 3.4 | 27 | 11
- COc1ccc(S(=O)(=O)Oc2ccc3cccc(N)c3c2)cc1
  -13 | i | 1 | 10 | -3 | 8 | 10 | 1.1 | 2 | -44
- O=C(CCc1ccccc1)NNc1ccc(F)cc1
  3 | i | -4 | -2 | -10 | 3 | -2 | 0.4 | 8 | 0
- CCCCn1c(SC(C)C(=O)c2ccc(OC)cc2)nc2cc(S(N)(=O)=O)ccc21 (stereo not drawn)
  -5 | i | 3 | 1 | 6 | -4 | -2 | 0.4 | -18 | 8
- CCN(CC)Cc1c(O)ccc2occ(C(=O)c3ccccc3)c12
  0 | i | 7 | -2 | -6 | 6 | -5 | 0.0 | 2 | 0
- CN(CC(=O)Nc1ccc(F)cc1[N+](=O)[O-])Cc1ccccc1
  -16 | i | 6 | 8 | -8 | 1 | -5 | -0.6 | 7 | -2
- CC(=O)O[C@@H]1[C@H](OC(=O)CC(C)C)c2c(ccc3ccc(=O)oc23)OC1(C)C
  6 | i | -9 | -2 | -14 | -4 | -2 | 0.7 | -9 | 2
- N/C(=N\c1nc2ccccc2o1)NC(=O)c1cccc(Cl)c1
  -1 | i | 8 | -1 | 4 | 3 | 2 | -2.0 | 11 | 24
- O=C(CCC(=O)c1cccs1)OCC(=O)c1ccc(Cl)s1
  -7 | i | 9 | 0 | -15 | 10 | -6 | -0.4 | 2 | 0
- COc1cc(N)c(Cl)cc1C(=O)NC1CCN(Cc2ccccc2)CC1
  4 | i | -8 | 2 | -17 | 2 | 0 | -0.8 | 13 | -5
- Cc1nn(C)cc1CN(C)C(=O)c1ccc(OC2CCN(Cc3ccccn3)CC2)cc1
  0 | i | -1 | -2 | 3 | 3 | -3 | -1.1 | -7 | 0
- O=C(Cc1cccs1)N1CCN=C1SCc1cccc(F)c1
  14 | i | 7 | 0 | -3 | -1 | 0 | 0.2 | -1 | -3
- Cc1ccc(/C=N/Nc2ccc(F)cc2)s1
  -5 | i | 8 | 2 | -2 | -3 | 2 | 0.4 | -12 | -7

Sorted by length of the SMILES (low to high): 3 of the compounds above
Every second line gives: SUMO1-SIM PPI | Rpn11 block | NRP1-CendR mod | STEP inh | Scp-1 inhibitor | MT1-MMP act inh | NadD block | LMPTP block | SKN-1 inh | DNMT1 inh
- O=C(CCc1ccccc1)NNc1ccc(F)cc1
  3 | i | -4 | -2 | -10 | 3 | -2 | 0.4 | 8 | 0
- Cc1ccccc1N1CCN(C2CCCN(C(=O)CCC(F)(F)F)C2)CC1 (stereo not drawn)
  6 | i | 9 | 2 | -5 | -3 | 3 | 0.8 | 7 | 1
- N#Cc1c(OCC(=O)c2ccccc2)nc2c(c1-c1ccco1)CCc1ccccc1-2
  3 | i | -46 | 4 | -9 | -7 | 32* | 3.4 | 27 | 11

(next part)
Every second line gives: SUMO1-SIM PPI | Rpn11 block | NRP1-CendR mod | STEP inh | Scp-1 inhibitor | MT1-MMP act inh | NadD block | LMPTP block | SKN-1 inh | DNMT1 inh
- NC(c1cccc(F)c1)c1nc(-c2ccc(Cl)cc2)cs1 (stereo not drawn)
  0 | i | 3 | 2 | · | -1 | -1 | 0.1 | 4 | 1
- COC(=O)c1cc(C(=O)c2c(C)cc3ccccn23)cc([N+](=O)[O-])c1
  -17 | i | -7 | 2 | -12 | -1 | -8 | 2.9 | 10 | -1
- Cc1ccc(-n2nc(C(N)=O)nc2-c2ccccc2)cc1
  0 | i | 10 | 0 | -2 | -3 | 1 | -0.9 | 10 | 0
- O=C(O)CCSCC(=O)Nc1c(C(=O)C2CC2)oc2ccccc12
  -2 | i | -2 | 4 | -5 | 4 | 1 | -0.7 | 0 | -1
- COc1cc2c(cc1OC)C1(Nc3c-2c(C)nn3-c2ccccc2)C(=O)Nc2ccccc21 (stereo not drawn)
  1 | i | -2 | 1 | -13 | -13 | 0 | 2.3 | 5 | -5
- Cc1ccc(NS(=O)(=O)c2ccc(-c3ccc(=O)[nH]n3)o2)cc1N(C)C
  -1 | i | 9 | -3 | 3 | -1 | 2 | -1.3 | 1 | 0
- CCCCCCN1C[C@H](n2cc(COC(=O)c3ccccc3)nn2)[C@@H](O)C[C@@H]1c1ccc(Cl)cc1
  6 | i | 8 | 6 | · | -3 | 3 | 3.2 | 9 | -18
- O=C(NC1CCCc2ccccc21)C1CCN(S(=O)(=O)c2cnc[nH]2)CC1 (stereo not drawn)
  2 | i | 2 | -4 | -2 | -12 | -1 | 0.0 | 7 | -4
- COC(=O)Cn1c(C)c(C#N)c2ccccc21
  2 | i | -13 | 1 | -7 | 4 | -3 | -0.6 | 5 | -2
- COc1ccccc1OCCC(=O)Nc1cccc(S(=O)(=O)N2CCOCC2)c1
  3 | i | 1 | -3 | -10 | -1 | -2 | -2.4 | 1 | -2
- CC(=O)Nc1cc(-c2cccc(C(=O)NCCO)c2)cn2c(-c3ccc(F)cc3)cnc12
  -18 | i | -10 | 1 | · | -3 | -2 | 1.7 | 23 | -4
- Cn1ccnc1Sc1nc(Nc2cccc(Cl)c2)nc(N2CCOCC2)n1
  3 | i | 1 | 2 | -4 | -5 | 5 | 2.2 | 15 | -3
- O=c1cnc2ccccc2n1Cc1ccc(Br)cc1
  -12 | i | -6 | 1 | -6 | 1 | -5 | 0.1 | -12 | 1
- COC(=O)c1n[nH]nc1-c1ccccc1
  -2 | i | -1 | 1 | -8 | 4 | 1 | -2.4 | 10 | 4
- NS(=O)(=O)c1ccc(CCNCc2cc(Cl)ccc2OCc2ccccc2)cc1
  0 | i | -8 | 0 | 0 | 4 | -1 | 0.3 | 11 | 1
- CC(=O)c1cccc(CN2CCN(CCC(C)C)C(CCO)C2)c1 (stereo not drawn)
  3 | i | -5 | 1 | -9 | 2 | -8 | -0.4 | 0 | 4
- CCc1nc(SCC(=O)OC)c2c3c(sc2n1)COC(C)(C)C3
  8 | i | 3 | 2 | -10 | 0 | -3 | 0.6 | 19 | -2
- O=C(CCS(=O)(=O)Cc1ccccc1)NCCc1ccccc1
  5 | i | 6 | -3 | 2 | 1 | -4 | 1.0 | -5 | 1
- CCOC(=O)CSCC(=O)Nc1nnc(-c2cccc([N+](=O)[O-])c2)s1
  -28 | i | -2 | -1 | -1 | 5 | 1 | -1.4 | -3 | 4
- Cc1ccc(S(=O)(=O)N2CCCN(S(=O)(=O)c3ccccc3Br)CC2)cc1
  4 | i | -12 | 2 | -7 | 1 | -7 | 1.8 | 9 | 0
- COc1ccccc1-c1sc2ccccc2c1-c1cnc(N2CCOCC2)nc1
  -10 | · | -12 | · | · | 0 | 7 | 1.3 | 11 | ·
- COc1cc(OC)c(NC(=S)Nc2cccc(C(C)=O)c2)cc1Cl
  -1 | i | 16 | 0 | 2 | -2 | -13 | -0.8 | -7 | -9
- COc1ccc(CCNC(=O)CCC(=O)NC2CCCC(C)C2C)cc1OC (stereo not drawn)
  1 | i | -11 | 1 | 0 | 2 | 1 | -0.8 | -2 | -1
- COc1ccc(NC(=O)CSc2nnc(-c3ccncc3)n2CC2CCCO2)c(OC)c1 (stereo not drawn)
  -2 | i | -4 | 2 | -7 | 2 | -3 | -0.5 | -18 | 0
- Cc1cccc(NC(=O)C2CCCN(c3ncnc4c3nc3n4CCCCC3)C2)n1 (stereo not drawn)
  0 | i | -4 | 4 | -5 | 3 | 3 | -0.1 | 0 | 3
- CCOC(=O)/C(C#N)=N/Nc1ccccc1C#N
  -6 | i | 0 | 2 | 3 | 1 | -8 | -0.9 | -9 | 2
- COCCOc1ccc(C(F)(F)F)cc1NC(=O)c1ccccc1
  -3 | i | 4 | -7 | -4 | 0 | -3 | -2.1 | 6 | -5
- COc1ccc(S(=O)(=O)NC(C)C(=O)NC2CC2)cc1C (stereo not drawn)
  2 | i | 28* | -2 | 1 | -3 | -2 | -1.6 | -2 | 2
- Cc1ccc2[nH]c(C(=O)NCCN3CCCC3)cc2c1
  0 | i | -2 | -2 | 3 | -2 | -2 | -0.6 | -13 | -2
- C=CCNC(=O)c1ccc(N(Cc2ccc(Cl)cc2)S(C)(=O)=O)cc1
  5 | i | 16 | -3 | -6 | -5 | -5 | -0.4 | 4 | -3
- COc1ccc(OC)c(NC(=O)c2ccc(CN3CCOCC3)cc2)c1
  3 | i | -14 | 0 | 6 | 5 | -1 | -0.9 | -8 | -2
- CCC(C)[C@H]1CNCCN1CCc1cccc2ccccc12 (stereo partly drawn)
  23 | i | -5 | 3 | 14 | 6 | -3 | -0.1 | 5 | -1
- Cc1cc(C)n2nc(C(=O)OCC(=O)Nc3ccc4c(c3)OCO4)nc2n1
  -5 | i | 3 | -4 | 0 | -5 | 2 | -0.6 | 25 | 3
- CCc1ccccc1NC(=O)CN(C)C(=O)CSc1nn(-c2ccccc2)c(=S)s1
  -3 | i | -3 | -3 | -2 | 1 | -7 | -1.4 | 6 | 2
- COC(=O)c1cc(S(=O)(=O)N2CCCC(C)C2)c[nH]1 (stereo not drawn)
  6 | i | -1 | -1 | -2 | 0 | -2 | -0.8 | 2 | -1
- CN(N)c1nc(C(F)(F)F)nc2ccccc12
  -1 | i | -5 | -2 | -3 | -9 | -2 | 1.2 | 12 | 4
- c1ccc2c3nnc4n(c-3nc2c1)CCCS4
  -19 | i | 10 | -5 | -5 | 0 | -4 | -0.3 | 6 | 2
